# Pol kappa inh: blocks human DNA polymerase kappa activity. Q9UBT6. purified Pol kappa, fluorescent DNA synthesis assay, 10 min. Potency, µM (series often up to 107 µM), inactives show at the highest dose activity, negative = inhibition, most hits filed as inhibitors. hit rate 0.53% among 400,000; further: potency means the concentration at half of the fitted maximal effect; on the % scale 0 is the no-effect control and ±100 the full control effect
#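 First, compounds were pin-transferred onto 10 nM Pol kappa. After 15 min at room temperature, substrate was added to 50 nM final. Fluorescence was then measured kinetically at 0 and 10 min.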
# APE1 inh: inhibitors of human APE1 endonuclease; P27695; recombinant APE1, TAMRA/BHQ-2 abasic DNA cleavage fluorescence; Potency, µM (series often up to 65.8 µM), inactives show top-dose activity change, negative = inhibition, usual class: inhibitors; hit rate 0.35% among 350,000; AID 2517;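 further: potency means the concentration at half of the fitted maximal effect; plate controls were vehicle for no effect and reference inhibitor for full effect; nearly all actives have a fitted effect of over 55% in size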
# Target sequence (P27695 whole entry, looked up): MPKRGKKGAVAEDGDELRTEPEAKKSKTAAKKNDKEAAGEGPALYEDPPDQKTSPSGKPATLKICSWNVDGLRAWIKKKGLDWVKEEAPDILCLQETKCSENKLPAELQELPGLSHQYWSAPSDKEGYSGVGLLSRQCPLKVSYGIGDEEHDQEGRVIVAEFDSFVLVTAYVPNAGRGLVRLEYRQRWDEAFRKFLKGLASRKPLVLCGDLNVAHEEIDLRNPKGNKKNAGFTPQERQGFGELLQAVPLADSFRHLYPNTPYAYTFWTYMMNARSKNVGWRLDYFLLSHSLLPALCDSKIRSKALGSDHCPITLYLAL
#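 Readout is kinetic fluorescence (ex 525, em 598 nm) from cleavage of 50 nM TAMRA/BHQ-2 THF abasic duplex by 0.75 nM APE1, compound added 15 min beforehand at RT.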
# Glioma ERSR ind: inducers of ER stress response in human glioma cells. U87-MG GRP78 promoter luciferase reporter, 16 h. Potency, µM, without a hit: top-dose activation, actives largely listed as activators. hit rate 0.02% among 420,000; further: potency means the concentration at half of the fitted maximal effect; series mostly up to about 76 µM; % of control where 0% means no effect; nearly all actives have a fitted effect of over 35% in size
#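 Stably transfected U87-MG human glioma cells carrying a GRP78-based luminescent sensor were seeded at 1000 cells/well, pin-dosed with compounds and incubated 16 h. Luciferase reagent was then added, and end-point luminescence was read after 10 min at room temperature.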
# BLM inh: inhibitors of human Bloom syndrome helicase BLM | Potency, µM (series often up to 56.1 µM), without a hit: at the top dose activity change, negative = inhibition, usual class: inhibitors | P54132 | recombinant BLM DNA unwinding, fluorescence dequenching | hit rate 0.2% among 350,000;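 further: potency means the concentration at half of the fitted maximal effect; plate controls were vehicle for no effect and no enzyme for full effect; nearly all actives have a fitted effect of over 35% in size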
# Pol iota inh: blocks human DNA polymerase iota activity; Pol iota fluorescent replication assay, 10 min; AID 588590; hit rate 1% among 390,000; Q9UNA4; Potency, µM (titrated, usually from 115 µM), without a hit: top-dose activity, negative = inhibition, hits mostly inhibitors; further: potency means the concentration at half of the fitted maximal effect
# Target sequence (Q9UNA4 whole entry, looked up): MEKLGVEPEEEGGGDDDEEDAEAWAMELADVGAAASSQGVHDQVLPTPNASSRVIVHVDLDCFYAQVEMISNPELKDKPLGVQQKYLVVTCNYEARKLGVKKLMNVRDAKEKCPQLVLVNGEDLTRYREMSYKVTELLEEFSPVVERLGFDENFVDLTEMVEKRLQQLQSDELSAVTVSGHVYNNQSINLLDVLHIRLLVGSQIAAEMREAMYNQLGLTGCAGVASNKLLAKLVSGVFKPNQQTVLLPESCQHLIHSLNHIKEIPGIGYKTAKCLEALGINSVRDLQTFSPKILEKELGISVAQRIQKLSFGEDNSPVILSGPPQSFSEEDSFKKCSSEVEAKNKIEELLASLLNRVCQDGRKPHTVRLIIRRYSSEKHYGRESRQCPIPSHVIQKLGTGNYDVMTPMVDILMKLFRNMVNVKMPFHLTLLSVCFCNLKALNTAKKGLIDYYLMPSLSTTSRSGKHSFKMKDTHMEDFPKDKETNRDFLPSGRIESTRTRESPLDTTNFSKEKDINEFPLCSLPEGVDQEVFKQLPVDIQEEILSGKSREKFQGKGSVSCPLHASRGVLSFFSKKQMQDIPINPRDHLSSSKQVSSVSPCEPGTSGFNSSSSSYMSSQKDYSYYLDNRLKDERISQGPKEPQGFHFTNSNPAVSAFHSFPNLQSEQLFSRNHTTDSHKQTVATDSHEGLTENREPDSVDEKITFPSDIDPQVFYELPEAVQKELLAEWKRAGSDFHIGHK
#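 Fluorescent replication assay read twice, at 0 min and 10 min after adding 50 nM (final) substrate. Enzyme (10 nM) and compounds were first incubated 15 min at room temperature; enzyme-free buffer wells were negative controls.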
# Pol eta inh: blocks human DNA polymerase eta activity | AID 588591 | Q9Y253 | Potency, µM (titrated, usually from 114 µM), inactives show at the highest dose activity change, negative = inhibition, hits mostly inhibitors | recombinant Pol eta, fluorescent DNA replication assay | hit rate 1.2% among 390,000; further: potency means the concentration at half of the fitted maximal effect; on the % scale 0 is the no-effect control and ±100 the full control effect
#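 Fluorescent replication assay: 50 nM final substrate added after a 15 min room-temperature compound preincubation with 10 nM enzyme. Signal taken at 0 min and again at 10 min.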
# LDHA block: inhibitors of human lactate dehydrogenase A. P00338. purified LDHA, NADH/diaphorase-resazurin fluorescence; hits give low values. activity change, % (values are at about 110 or 230 µM). hit rate 0.15% among 480,000. AID 1347041; in the data active means activity change below about -30%; inconclusive means mostly about -25% to -30%;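 further: plate controls were DMSO wells for no effect and wells without enzyme for full effect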
#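 Remaining NADH was detected by diaphorase (0.133 mg/mL) converting 37 µM resazurin to fluorescent resorufin, read at 0 and 20 minutes. The preceding 5-minute room-temperature reaction used 2 nM LDHA, 0.2 mM sodium pyruvate and 0.06 mM NADH at pH 7.4.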
# Pol beta inh: blocks human DNA polymerase beta activity; P06746; Pol beta primer extension/strand displacement, fluorescence kinetic; Potency, µM (series often up to 114 µM), without a hit: top-dose activity change, negative = inhibition, most hits filed as inhibitors; hit rate 1.3% among 340,000; AID 485314; further: potency means the concentration at half of the fitted maximal effect; on the % scale 0 is the no-effect control and ±100 the full control effect
#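 Pol beta (10 nM) was preincubated with compound for 15 min at room temperature. The reaction was then started with 50 nM substrate and read immediately and after a further 10 min at room temperature.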
# Apoferritin bind: binds horse apoferritin like a general anesthetic; apoferritin/1-aminoanthracene competitive binding, fluorescence; Potency, µM (highest dose often 77.5 µM), without a hit: at the top dose activity change, negative = displacement, actives largely listed as inhibitors; hit rate 0.074% among 350,000; further: potency means the concentration at half of the fitted maximal effect; on the % scale 0 is the no-effect control and ±100 the full control effect; nearly all actives have a fitted effect of over 20% in size
#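 Concentration-response curves derived by four-parameter Hill fitting of normalized fluorescence, where compounds displaced 1-AMA from 10 uM horse apoferritin following a brief 10 min room-temperature incubation; propofol titration acted as positive control.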
# An asterisk follows results filed as active; ? = inconclusive; . = no result given; & = joins results of further samples; [ ] = dose if it differs, or a comment. Unless noted, the call rests on the fitted dose curve; in most records, active means well fitted curve in the direction sought with a large enough effect; inconclusive means small, poorly fitted or top-dose-only effect, or another doubt; inactive means no such curve, though single readings can be large; an effect the other way counts as inactive or inconclusive. A portion of the library. The share of hits here may be higher or lower than overall.
SMILES,Pol kappa inh,APE1 inh,Glioma ERSR ind,BLM inh,Pol iota inh,Pol eta inh,LDHA block,Pol beta inh,Apoferritin bind
COc1ccc(CCNC(=O)C(C)c2ccc([N+](=O)[O-])cc2)cc1 (stereo unspecified),-5%,-3%,-1%,-2%,23%,-10%,-11,21%,-9%
CC(=O)Nc1ccc(NC(=O)COc2ccc3c(c2)CCC3)cc1,-11%,?,-3%,-10%,-2%,0%,-6,2%,-3%
Cc1ccccc1S(=O)Cc1ccc(C(=O)N2CCN(C(=O)c3ccco3)CC2)o1 (stereo unspecified),-3%,38%,-5%,2%,32%[activator],-14%,-2,2%,-6%
CCn1c(CNC(=O)c2ccco2)nnc1SCC(=O)c1ccccc1,5%,1%,1%,2%,6%,-13%,1,-12%,0%
COc1ccc(C(=O)Nc2ccc(S(=O)(=O)Nc3onc(C)c3C)cc2)cc1OC,-3%,-7%,6%,-1%,?,-5%,-9,-2%,-10%
O=C(NCCCN1CCCCCC1)C1CC(=O)N(CCc2ccccc2)C1 (stereo unspecified),7%,11%,-5%,-11%,-6%,5%,-5,48%,-6%
COc1cccc(C2=NOC(C(=O)Nc3cccc(C(C)=O)c3)C2)c1OC (stereo unspecified),9%,-2%,2%,0%,25%,-16%,-2,23%,-17%
COc1ccc(C(=O)N(C)C2CCCCC2)cc1S(=O)(=O)N1CCOCC1,1%,3%,-5%,.,11%,0%,-1,.,.
O=C(Nc1cccc2ccccc12)N1CCN(c2ncccn2)CC1,6%,8%,3%,3%,27%,-6%,8,3%,-2%
C[C@H](CO)N1C[C@H](C)[C@@H](CN(C)C(=O)NC2CCCCC2)Oc2c(NS(=O)(=O)c3ccccc3)cccc2C1=O,11%,45%[activator],-4%,.,15%,-8%,0,.,.
COC(=O)/C=C1\SC(=Nc2ccccc2)NC1=O,-13%,2%,-2%,-5%,12%,-3%,-8,21%,-10%
O=C(CN1CCN(c2ccccn2)CC1)Nc1cccc(S(=O)(=O)N2CCCC2)c1,-18%,-2%,-4%,-8%,-9%,-12%,0,-15%,-19%
CCOc1ccccc1NC(=O)Cn1c(=O)n(Cc2ccccc2)c(=O)c2c(C)c(C(=O)N(C)C)sc21,-6%[60.1 µM],.,-1%,-6%,19%,-27%,-5,-3%,-5%
C=CCOc1cccc(/C=N/NC(=O)CN2CCCCC2)c1,-6%,12%,-5%,-2%,61%[activator],-16%,-3,31%,-9%
Cc1cc(C(=O)CN2C(=O)NC3(CCCc4sccc43)C2=O)c(C)n1-c1ccc(Cl)cc1 (stereo unspecified),-3%,0%,-2%,-3%,18%,-16%,1,-20%,3%
COc1cccc(CN2CCc3nc(N4CCN(C)CC4)ncc3C2)c1,-5%[60.1 µM],.,1%,1%,31%[activator],1%,1,9%,26%
CCOC(=O)c1cnc2ccc(OC)cc2c1NCc1ccccc1,-3%,?,-5%,3%,18%,-15%,2,-13%,2%
CC(C)[C@H](NC(=O)c1ccc(F)cc1)C(=O)OCC(=O)NC(=O)c1cccn1C,2%,17%,-2%,0%,25%,-8%,4,0%,6%
CC1CCCC(C)N1CCCNC(=O)c1ccc2nc(N3CCOCC3)sc2c1 (stereo unspecified),-22%,39%,-4%,-10%,?,-8%,-4,-8%,-14%
Cc1ccccc1NC(=O)Cn1cc(C(=O)c2cccs2)c2ccccc21,-16%,.,-2%,0%,-9%,-17%,-14,-22%,-7%
CCOC(=O)C1(Cc2cccc(Cl)c2)CCCN(C(=O)c2cn[nH]c2)C1 (stereo unspecified),-13%,-11%,-5%,0%,12%,-6%,-9,53%,-14%
COC(=O)c1ccc(C23CC4(C2)[C@H](CN(Cc2ccc(-c5ccccc5)cc2)[C@@H]4c2ccccc2)C3c2ccc(Cl)nc2)cc1 (stereo partly specified),4%,-3%&-5%,-1%,4%&-3%,-3%,-19%,-8,0%,4%&-10%
Cc1cc2c(n1-c1ccc(C(N)=O)cc1)CC(C)(C)CC2=O,-10%,18%,-4%,3%,15%,-11%,-3,-2%,7%
O=C(Nc1cccc(Cl)c1)OCc1cn(-c2ccc(Cl)cc2)nn1,-5%,-6%,-3%,-2%,16%,7%,-12,-1%,-10%
Cc1nc(Cl)sc1C(=O)Nc1cccc(C(F)(F)F)c1,-6%,.,-4%,.,6%,-18%,-5,.,.
SMILES,Pol kappa inh,APE1 inh,Glioma ERSR ind,BLM inh,Pol iota inh,Pol eta inh,LDHA block,Pol beta inh,Apoferritin bind
CC(=O)N/C(=C\c1ccc(Br)s1)C(=O)O,-14%,4%,-5%,-7%,42%[activator],-20%,-6,1%,-5%
Nc1c(N(Cc2ccco2)C(=O)COc2ccccc2Cl)c(=O)[nH]c(=O)n1Cc1ccccc1,2%,36%,-2%,.,18%,-4%,-4,.,.
CCCC(=O)NC(=S)Nc1ccc(CN2CCOCC2)cc1,2%,0%,2%,-2%,26%,-5%,-3,0%,-4%
CCCCSc1cc(=O)n(-c2ccccc2)nc1C(=O)OCC,-28%,0%,-2%,-3%,?,?,1,4%,-7%
Cc1ccnc(N2C3CCC2CC(O)(c2ccccc2)C3)n1 (stereo unspecified),-4%,-3%,-5%,-3%,8%,-16%,-4,7%,-6%
O=C1CN(C(=O)COC(=O)c2ccc(N3CCCCCC3)c([N+](=O)[O-])c2)c2ccccc2N1,-13%,14%,-4%,-4%,67%[activator],-18%,-3,?,-22%
CCC(=O)Nc1nnc(S(=O)(=O)N2CCCC2)s1,-31%,-2%,-2%,-1%,17%,-8%,-13,5%,-12%
Cc1ccccc1OCC(=O)N/N=C/c1cccn1C,-5%,0%,1%,-4%,?,-11%,-4,27%,-17%
O=C(NCc1ccc2c(c1)OCO2)c1cc2ccccc2oc1=O,-5%,-4%,3%,-10%,12%,-13%,-3,17%,32%[activator]
O=C(NCCS(=O)(=O)N1CCN(c2ccccc2F)CC1)c1ccc2c(c1)OCO2,-14%,1%,-3%,.,28%,-19%,-4,.,.
COc1ccccc1-c1cc(C(F)(F)F)nc(S(=O)(=O)CCCC(=O)Nc2cccnc2Cl)n1,-10%,-4%,-18%,-15%,58%[activator],-15%,-10,-26%,-21%
COc1ccc(C2C(C(C)=O)=C(O)C(=O)N2c2ccc(Br)cc2)cc1 (stereo unspecified),-5%,9%,3%,-3%,6%,-20%,-5,4%,-8%
COc1ccc(NC(=O)CSc2nnc3ccc(-c4ccncc4)nn23)cc1OC,-11%,2%,-2%,0%,2%,27%,-5,13%,-11%
COCCn1nnnc1SCC(=O)N1CCCCC1,4%,6%,-2%,7%,-11%,-9%,-4,17%,0%
Clc1ccc(CNC2CCCC2)c(Cl)c1,-3%,5%,-1%,-1%,-11%,-1%,2,-10%,-3%
Cc1ccccc1CNC(=O)c1ccc(Cl)c([N+](=O)[O-])c1,-19%,?,-7%,-8%,15%,-10%,1,-15%,-12%
Cc1nn(C)c2ncc(C(=O)c3cc(F)ccc3O)cc12,-4%,3%,-7%,1%,2%,-7%,0,0%,-9%
CN1CCN(c2ccc(NC(=O)CSc3nnnn3-c3ccccc3F)cc2)CC1,5%,-12%,0%,0%,75%[activator],-20%,3,34%,-13%
CN(c1ccc(F)cc1)S(=O)(=O)c1ccc(Cl)c(C(=O)NC2(C)CCS(=O)(=O)C2)c1 (stereo unspecified),-10%,14%,-2%,.,-12%,-7%,-11,.,.
CCOC(=O)C1(CC2CCCCO2)CCN(C(=O)Nc2ccccc2)CC1 (stereo unspecified),2%,0%,1%,-5%,76%[activator],-10%,-4,-17%,-7%
COc1cc(/C=N/NS(=O)(=O)c2ccc(C)cc2)ccc1OCc1ccc(C(=O)O)cc1,3%,-2%,-14%,1%,-11%,-16%,0,41%,-1%
CC(C)(C)/C(COc1ccccc1[N+](=O)[O-])=N/O,15%,4%,2%,-9%,6%,-12%,1,12%,?
O=C(CCNC(=O)c1ccc(Br)o1)NC1CCCC1,-2%,11%,-7%,2%,6%[58.9 µM],-18%,-8,-9%,-4%
Cc1ccc(O)c(-c2cc(C(=O)Nc3ccc(S(=O)(=O)Nc4nc(C)cc(C)n4)cc3)[nH]n2)c1,-21%,-11%,0%,-18%,-13%,-14%,2,-3%,-13%
CCCCN(CC)CCCNC(=O)c1cn(CC(C)C)c(=O)c2c1c1ccccc1n2C,-22%[60.1 µM],35%,-4%&-4%,-9%&1%,-11%&6%,?,-6&2,?,4%&-12%

# Three compounds out of the list above, ordered by their value in LDHA block, lowest first:
Compound	Pol kappa inh	APE1 inh	BLM inh	Pol iota inh	Pol eta inh	LDHA block	Pol beta inh
CC(=O)Nc1ccc(NC(=O)COc2ccc3c(c2)CCC3)cc1	-11%	?	-10%	-2%	0%	-6	2%
Cc1cc2c(n1-c1ccc(C(N)=O)cc1)CC(C)(C)CC2=O	-10%	18%	3%	15%	-11%	-3	-2%
COc1ccc(C(=O)N(C)C2CCCCC2)cc1S(=O)(=O)N1CCOCC1	1%	3%	.	11%	0%	-1	.

# New compounds follow:
SMILES,Pol kappa inh,APE1 inh,Glioma ERSR ind,BLM inh,Pol iota inh,Pol eta inh,LDHA block,Pol beta inh,Apoferritin bind
COc1ccc(CNc2ncncc2-c2ccc(C(=O)N(C)C)cc2)c(OC)c1,2%[60.1 µM],-1%,1%,3%,.,.,.,.,.
CCCn1cc(SCC(N)=O)c2ccccc21,-4%,0%,-4%,-2%,21%,-17%,-2,3%,-4%
COc1cc2ncnc(Nc3cccc(Br)c3)c2cc1OC,-7%[19.4 µM],-7%,-5%,2%,.,.,.,.,.
CC1CCN(C(=O)CCNC(=O)c2ccccc2)CC1,-2%,59%[activator],0%,-5%,35%[activator],6%,-8,-19%,-1%
CC12CC3CC(C)(C1)CC(C(=O)NCc1ccco1)(C3)C2,0%,-5%,-2%,0%,92%[activator],-9%,0,13%,?
CC(=O)n1cc([C@@H]2C=C(C(=O)N3CCN(Cc4ccccc4)CC3)O[C@H](OCc3ccc(CO)cc3)C2)c2ccccc21,10%,-9%,4%,-9%,0%,-17%,1,-18%,-12%

# From PubChem
